# High-throughput results (PubChem)
# Hsp70 inhibitors – Hsp70 inhibitors, probe displacement, primary screen, biochemical, fluorescence polarization (AID 583) | Hsp70 fluorescence polarization probe displacement, mP; higher % means a stronger effect | one-dose displacement, % at 20 µM; IC50 in µM for titrated hits | 140,000 tested, 0.06% active; in the data active = displacement above about 50%;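 also: plate controls were vehicle for no effect and reference ligand for full effect; a part of the inactive calls stands beside numbers as strong as those of hits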
# Rat MKP-3 inhibitors – inhibition of rat DUSP6 enzyme activity – biochemical, in vitro, primary screen (AID 425) | one-dose inhibition, % at 20 µM; IC50 in µM for titrated hits | recombinant MKP-3 phosphatase activity, fluorescence; higher % means a stronger effect | 110,000 tested, 0.17% active; in the data active = inhibition above about 50%;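 also: plate controls were vehicle for no effect and reference inhibitor for full effect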
# An asterisk follows results filed as active; . = not tested or not shown; & = joins results of further samples. These rows are one share of the data; count on the stated rates, not on these rows.
Hsp70 inhibitors | Rat MKP-3 inhibitors | compound
5.0% | 11% | NC(=O)c1ccccc1OCCOCCOCCOc1ccccc1C(N)=O
-1.5% | 0% | N/C(Cc1ccc([N+](=O)[O-])cc1)=N\OC(=O)c1cccc(Br)c1
0.4% | 8% | CC(C)c1nc2sc3c(c2c(=O)o1)CCCC3
1.9% | -2% | CCOC(=O)C1=C(CSc2nc(C)cc(C)c2C#N)OC(N)=C(C#N)C1c1cccs1 (stereo not drawn)
-4.4% | -11% | CCC(C)COC(=O)c1ccc(C(=O)O)cc1 (stereo not drawn)
5.7% | . | CCC(Nc1nc(-c2ccccc2)nc2ccccc12)C(=O)O (stereo not drawn)
-3.8% | 2% | CCOc1ccc(/C(O)=C2/C(=O)C(=O)N(c3nc(C)c(C)s3)C2c2ccco2)cc1 (stereo not drawn)
-0.9% | -11% | O=C(NCC1(N2CCOCC2)CCCCC1)c1ccc(Cl)c(S(=O)(=O)NCc2ccco2)c1
3.8% | 2% | O=C(O/N=C(/c1ccncc1)c1ccc([N+](=O)[O-])cc1)c1ccccc1F
2.6% | 3% | O=[N+]([O-])c1ccc(-n2nncc2C23CC4CC(CC(C4)C2)C3)cc1
-0.5% | 3% | Cc1ccc(C)c(-n2c(CNC(=O)c3ccco3)nnc2SCC(=O)Nc2nccs2)c1
0.5% | . | COc1ccc(-c2cc3nc(C)cc(C)n3n2)cc1
-1.9% | -7% | COc1cccc(OCCOc2c(OC)cccc2OC)c1
0.4% | -2% | Cc1ccc(-c2cc(-c3ccccc3O)[nH]n2)cc1
-11% | -3% | O=C(c1cc(-c2ccccc2)on1)N1CCN(Cc2ccc3c(c2)OCO3)CC1
-2.3% | -16% | Nc1nc(CN2CCN(c3cccc(Cl)c3)CC2)nc(N2CCCc3ccccc32)n1
0.5% | 0% | Cc1noc2c1/C(=N\O)CC(c1ccccc1)C2 (stereo not drawn)
-1.6% | 3% | CCC(Oc1ccccc1)C(=O)NC(C)c1ccccc1 (stereo not drawn)
3.4% | 5% | c1cncc(-c2nc(-c3ccc4c(c3)OCO4)cs2)c1
2.0% | . | CCOC(=O)c1cc(-c2ccc(C)cc2)n(CCC(=O)NCCCOC)c1C
-2.4% | . | CCOC(=O)C1=C(C)N(c2ccccc2)C(=O)C1
5.1% | -4% | O=C(Nc1ccc(Cl)cc1Cl)c1cc2nc(-c3ccccc3)cc(C(F)(F)F)n2n1
3.4% | -12% | c1ccc2[nH]c(NCCN3CCOCC3)nc2c1
0.2% | 0% | Cc1ccccc1Oc1ccc(Oc2ccccc2C)nn1
4.1% | 1% | O=C(NC(NCc1ccco1)C(Cl)(Cl)Cl)c1ccco1 (stereo not drawn)
-5.2% | 2% | CCOc1ccc(Br)cc1/C=C(\C#N)c1nc2ccc(C)cc2[nH]1
3.8% | -2% | COc1ccc(Cl)cc1NC(=O)c1cc(Cl)ccc1OC
5.7% | -1% | O=c1c2ccccc2nc(/C=C/c2cccc([N+](=O)[O-])c2)n1Cc1ccccc1
5.2% | . | Cc1ccc(N(Cc2ccccc2F)S(C)(=O)=O)cc1C
7.3% | 5% | CCN(CC)c1ccc(NC(=O)c2ccc(-c3cccc(Cl)c3)o2)cc1
3.0% | 2% | Cc1noc(NS(=O)(=O)c2ccc(N3Cc4ccccc4C3=O)cc2)c1C
-3.6% | -4% | O=C(/C=C/c1ccccc1)NC(=S)Nc1ccc(Cl)cc1Cl
0.4%&2.3% | 4% | C=CCc1ccc(OCCOCCNCCCC)c(OC)c1
-8.5% | 2% | O=C1c2oc3ccc(F)cc3c(=O)c2C(c2cccc(O)c2)N1CCCN1CCOCC1 (stereo not drawn)
-3.6% | 4% | COC(=O)c1[nH]c2c(c1C)C(=O)CCC2
-3.2% | 2% | CC(CCc1ccccc1)NC(=O)C1CCN(S(=O)(=O)c2cnc[nH]2)CC1 (stereo not drawn)
4.4%&1.5% | 0% | COC(=O)Cc1csc(N)n1
-5.2% | 3% | CCN1CCN(CC(O)CN2CCn3c4c(c5cc(C)ccc53)CCCC42)CC1 (stereo not drawn)
0.5% | 4% | NS(=O)(=O)c1cccc(NC(=O)COc2ccc([N+](=O)[O-])cc2)c1
-1.3% | 1% | O=C(N/C(=C\c1ccc(-c2cccc([N+](=O)[O-])c2)o1)C(=O)N1CCOCC1)c1ccccc1

# In the list so far, these contain an aryl methoxy group.
Hsp70 inhibitors | Rat MKP-3 inhibitors | compound
0.5% | . | COc1ccc(-c2cc3nc(C)cc(C)n3n2)cc1
-1.9% | -7% | COc1cccc(OCCOc2c(OC)cccc2OC)c1
3.8% | -2% | COc1ccc(Cl)cc1NC(=O)c1cc(Cl)ccc1OC
0.4%&2.3% | 4% | C=CCc1ccc(OCCOCCNCCCC)c(OC)c1

# Fetched by structure from the list above, 3 records:
Hsp70 inhibitors | Rat MKP-3 inhibitors | compound
0.4%&2.3% | 4% | C=CCc1ccc(OCCOCCNCCCC)c(OC)c1
-3.2% | 2% | CC(CCc1ccccc1)NC(=O)C1CCN(S(=O)(=O)c2cnc[nH]2)CC1 (stereo not drawn)
-8.5% | 2% | O=C1c2oc3ccc(F)cc3c(=O)c2C(c2cccc(O)c2)N1CCCN1CCOCC1 (stereo not drawn)

# (further entries)
Hsp70 inhibitors | Rat MKP-3 inhibitors | compound
-1.8% | . | Cc1ccc(C(=O)NC2CCN(C(=O)NC3CCCCC3)CC2)cc1
1.1% | 6% | COc1cc(/C=N/n2cnnc2)cc(I)c1OCCOc1cc(C)ccc1C(C)C
6.7% | . | O=S(=O)(CCc1nnc(-c2ccc(Br)cc2)o1)c1ccc(Cl)cc1
0.7% | -1% | CCc1ccc(C2CC(=O)NC(SCc3ccccc3)=C2C#N)cc1 (stereo not drawn)
-2.3% | 1% | Cc1nc2ccccc2n1S(=O)(=O)c1cc([N+](=O)[O-])ccc1Cl
6.0% | 3% | N#Cc1c(N)nc(N2CCCC2)c(C#N)c1-c1ccc(Cl)cc1
-0.1% | -6% | CCCCn1nc(C(=O)N2CCc3ccccc32)c2ccccc2c1=O
2.0% | 6%&3% | CCOC(=O)NC(O)C(=O)c1cccs1 (stereo not drawn)
-1.6% | -4% | O=C(c1cccs1)c1cn(CC(=O)N2CCc3ccccc3C2)c2ccccc12
-1.4% | 2% | NCCCNc1ccc(C(F)(F)F)cc1[N+](=O)[O-]
2.6% | -2% | CCOC(=O)C1=C(N)Oc2cc(O)ccc2C1c1cccc([N+](=O)[O-])c1 (stereo not drawn)
1.8% | -8% | Cc1ccc2nc3c(cc(C(=O)NCCCn4ccnc4)n3C)c(=O)n2c1
1.6% | 0% | CCOC(=O)C1=C(N)OC(C)=C(C(=O)OC)C1c1cccnc1 (stereo not drawn)
0.0% | -6% | CCC(=O)Nc1ccc2c(c1)nc1n2CCSC1
14% | . | CSC1=N/C(=C\c2ccc3c(c2)OCO3)C(=O)S1
1.4% | 4% | CCOC(=O)c1cn(CC)c2cc(N3CCOCC3)c(F)cc2c1=O
-1.8% | 0% | CCOC(=O)c1c(NC(=O)c2ccc(Cl)c(Cl)c2)sc(C(=O)Nc2ccccc2)c1C
-1.5% | . | CC(=O)CC(C)(C)S(=O)(=O)c1ccc(Oc2ccc(S(=O)(=O)C(C)(C)CC(C)=O)cc2)cc1
0.4% | 5% | O=C1NC(=O)N(c2ccc(Cl)cc2)C(=O)/C1=C\C=C\c1ccccc1[N+](=O)[O-]
-5.6% | 5% | O=C(/C=C/c1ccco1)Nc1cccc(F)c1
-2.1% | -5% | O=C(CSc1nnc2sc3ccccc3n12)c1ccco1
-2.7% | 3% | COc1ccc(NC(=O)/C(C#N)=C/c2cn(CC(=O)Nc3ccccc3)c3ccccc23)cc1
-1.4% | -14% | Cc1cccc(NC(=O)C2CCCN(c3nc(C)cc(C)n3)C2)c1 (stereo not drawn)
3.6% | -10% | COc1cc(OC)c(N(C)C(=O)CCNC(=O)Cn2cnc3ccccc3c2=O)cc1Cl
-51% | 3% | CCOc1ccccc1N1CCN(c2nc3ccccc3nc2C(C#N)C(=O)OC)CC1 (stereo not drawn)
-1.9% | 2% | CCCCOc1ccc2c3c(c(=O)oc2c1)CCCC3
0.2% | 0% | COc1ccc(CCNCCCc2ccccc2)cc1OC
2.9% | 0% | COC(=O)c1ccccc1NC(=O)C1CN(S(=O)(=O)c2ccccc2)CCN1S(=O)(=O)c1ccccc1 (stereo not drawn)
-4.9% | 3% | O=C(Nc1cccc2c1CCCC2)c1ccc(Br)cc1
5.0% | -1% | CCOC(=O)c1cnc2c(OC)cccc2c1N1CCN(c2ccc(OC)cc2)CC1
-2.8% | -2% | COc1cc(C(N)=O)ccc1OCc1ccccc1
-0.5% | . | Cc1ncc(S(=O)(=O)c2ccccc2)c(-c2ccccc2Cl)n1
-2.8% | 0% | CCc1c(C)n(CC(=O)N/N=C/c2ccc(Cl)cc2)n2cnnc2c1=O
4.3% | -5% | CC(=O)C1C(c2ccc(O)cc2)NC(=O)NC1(O)C(F)(F)F (stereo not drawn)
-2.3% | 0% | O=C(N=Nc1c(O)n(CN2CCCC2)c2ccccc12)c1ccccc1Br
0.3% | . | CCOC(=O)Cc1csc(NC(=O)CCCN2C(=O)c3ccccc3C2=O)n1
-4.6% | -6% | CCC(C)c1ccc2oc(-c3ccc(NC(=O)Cn4cnc5c(=O)n(C)c(=O)n(C)c54)cc3)nc2c1 (stereo not drawn)
3.7% | 0% | C/C(=N\NC(=O)C(O)c1ccccc1)c1ccc2c(c1)CCCC2 (stereo not drawn)
-0.7% | . | Cn1c(Cn2nnc3ccccc32)nnc1SCC(=O)c1ccccc1F
3.5% | . | COC(=O)CCC(=O)c1oc2ccc(OC)cc2c1N
0.4% | . | O=C1c2ccccc2C(=O)N1CCOc1ccccc1
0.6% | -1% | Nc1nonc1-c1noc(-c2ccccc2)n1
-3.7% | -14% | CC(C)(C)N1CC(COc2ccccc2)OC1=O (stereo not drawn)
-0.6% | 5% | COC(=O)Nc1sc2c(c1C(N)=O)CCC(C(C)(C)C)C2 (stereo not drawn)
-2.3% | . | CCOC(=O)N1CCN(C(=O)Nc2cccc(Cl)c2)CC1
2.8% | -5% | CCOCCCn1c(=S)[nH]c2ncccc2c1=O
-1.3% | 0% | CC1(C)CC(=O)C2=C(C1)N=C1c3ccccc3C(=O)C1C2c1cccc(Cl)c1 (stereo not drawn)
-1.7% | . | c1ccc(-n2ncc3c(N4CCC5(CC4)OCCO5)ncnc32)cc1

# An excerpt from above in order of count of non-hydrogen atoms, highest first:
Hsp70 inhibitors | Rat MKP-3 inhibitors | compound
-1.7% | . | c1ccc(-n2ncc3c(N4CCC5(CC4)OCCO5)ncnc32)cc1
-2.3% | . | CCOC(=O)N1CCN(C(=O)Nc2cccc(Cl)c2)CC1
-3.7% | -14% | CC(C)(C)N1CC(COc2ccccc2)OC1=O (stereo not drawn)

# New compounds follow
Hsp70 inhibitors | Rat MKP-3 inhibitors | compound
-2.7% | -5% | COC(=O)C1(CCSC)NC(c2ccco2)C2C(=O)N(C)C(=O)C21 (stereo not drawn)
0.5% | 4% | O=c1sc2ccccc2c2nc[nH]c12
2.1% | -1% | C/C(=N/NC(=O)c1ccccc1)c1ccc2c3c(cccc13)CC2
. | 2% | Cc1c(Cl)cccc1NC(=O)C(=O)NCC1CCCO1 (stereo not drawn)
3.5% | 0% | COc1ccc(/C=C(\NC(=O)c2ccc(C)cc2)C(=O)NCCCN2CCOCC2)cc1OC
-3.1% | 0% | Cc1cccc(C)c1NC(=O)C1CC(=O)N(C2CCCCC2)C1 (stereo not drawn)
2.6% | -1% | O=S(=O)(c1ccc2c(c1)OCCO2)N1CCOCC1
1.4% | . | Nn1c(Cc2cccc3ccccc23)nnc1SCn1nnc2ccccc2c1=O
-1.6% | 1% | COc1cc(C(=O)N/N=C/c2cc(Cl)ccc2O)ccc1O
-2.1%&-12% | 5%&-7% | COC(=O)C(C(=O)OC)C(C(C)C)C(C(=O)OC)C(=O)OC
2.3% | 5% | COc1ccc(-n2c(C)ccc2-c2ccccc2)cc1
-3.2% | -4% | Cc1ccc(S(=O)(=O)N2CCCC(C(=O)N(Cc3cccs3)C3CC3)C2)cc1 (stereo not drawn)
5.3% | . | C=CCN(C(=O)Nc1ccc2oc(C)nc2c1)c1ccccc1
-3.2% | 0% | COc1cccc(C(=O)Nc2ccc3oc(-c4cccc(Br)c4)nc3c2)c1
-1.8% | -1% | Cc1cccc(C)c1NC(=O)CSc1nnc([C@H](C)NC(=O)OC(C)(C)C)o1
-3.1% | 5% | CCc1ccc(-c2c(C)sc(N)c2C(=O)OC)cc1
4.2% | -2% | CCOC(=O)N1CCN(C(=O)CSc2nnc(Cc3ccccc3)o2)CC1
0.3% | 3% | CCN(CC)/C(=N/OCc1ccc(Cl)cc1Cl)c1nonc1N
-3.7% | -13% | Cn1c(N)c(S(=O)(=O)c2ccc(Br)cc2)c2nc3ccccc3nc21
. | -1% | O=C(NCC1CCCO1)C(=O)Nc1ccccc1F (stereo not drawn)
-2.3% | -1% | NC(=O)NC(=O)COC(=O)c1ccccc1Oc1ccccc1
-2.7% | . | CC(C)Oc1ccc(NC(=O)CCC(=O)O)cc1
-2.0% | 0% | CCOC(=O)C1=CN(c2ccc(C)cc2)C=C(C(=O)OCC)C1c1cc(OC)c(OC)c(OC)c1
9.6% | -3% | C=CCn1cc(C(=O)NCCCOC)c(=O)c2cc(S(=O)(=O)N(CC)CC)ccc21

# In the list so far, three contain a tert-butyl group.
Hsp70 inhibitors | Rat MKP-3 inhibitors | compound
-3.7% | -14% | CC(C)(C)N1CC(COc2ccccc2)OC1=O (stereo not drawn)
-0.6% | 5% | COC(=O)Nc1sc2c(c1C(N)=O)CCC(C(C)(C)C)C2 (stereo not drawn)
-1.8% | -1% | Cc1cccc(C)c1NC(=O)CSc1nnc([C@H](C)NC(=O)OC(C)(C)C)o1
